# PLK1 kinase inh: inhibitors of human PLK1 kinase; P53350; recombinant PLK1 kinase, TR-FRET peptide phosphorylation; inhibition, % at 10 µM; actives 0.53% (n = 97,000); AID 619;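 active = inhibition of 50% or more in the single-concentration screen; inactive = inhibition below 50%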;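 also: 0% = DMSO max control and 100% = H-89 dihydrochloride min control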
# EphB4 ephrin blk: EphB4-ephrin-B2 interaction antagonism; actives 0.15% (n = 97,000); inhibition, % at 7 µM; EphB4 LBD / TNYL-RAW-Alexa532 peptide, fluorescence polarization; AID 720; P54760;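 active = inhibition above the screen-wide mean inhibition plus 3 SD, cut at about 15% in these data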;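 also: 0% = DMSO wells and 100% = excess unlabeled TNYL-RAW peptide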
# PLAP act: activators of human placental alkaline phosphatase. P05187. purified PLAP enzyme, luminescent substrate read-out; active compounds read high. activation fold at 20 µM. actives 1.2% (n = 96,000). AID 696; in the data active = activation fold above about 2
# S1P2 antag: blocks the human S1P2 receptor; actives 0.21% (n = 97,000); inhibition, % at 5 µM; cell-based S1P2 antagonist assay, inhibition at 5 uM; O95136; AID 736; in the data active = inhibition above about 45%;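 also: CRE beta-lactamase reporter cells expressing human S1P2 stimulated with S1P; 0% = agonist at EC80 alone and 100% = agonist plus reference antagonist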
# Rev-RRE block: HIV Rev-RRE protein-RNA interaction inhibition; P05866; Rev peptide-RRE RNA binding, FRET; inhibition, % at 8 µM; actives 0.79% (n = 97,000); AID 704;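 active = inhibition above the screen-wide mean plus 3 SD, cut at about 35% in these data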;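 also: 0% = median DMSO wells and 100% = median Neomycin B control wells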
#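 assay system = Cy5-tagged RRE RNA duplex with fluorescein-tagged Rev peptide | incubation = 5 + 15 min at 25 °C | also added = labelled Rev peptide | measure = % inhibition of FRET ratio versus controls | benchmarks = DMSO wells as 0% and neomycin B wells as 100% inhibition | measured by = FRET fluorescence readout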
# PLK1 PBD inh: blocks phosphopeptide binding to human Plk1 polo box domain. inhibition, %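 (tested at about 20 µM)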. actives 0.13% (n = 97,000). AID 693. Plk1 PBD phosphopeptide binding, fluorescence polarization; in the data active = inhibition above about 34%, passing the limit was not always enough
# FAK blocker: blocks human focal adhesion kinase activity; Q05397; biochemical FAK kinase activity assay; inhibition, %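 (tested at 7 µM)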; actives 0.84% (n = 97,000); AID 727; in the data active = inhibition above about 19%;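 also: 0% = DMSO and 100% = reference compound high control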
# Target sequence (Q05397 whole entry, looked up): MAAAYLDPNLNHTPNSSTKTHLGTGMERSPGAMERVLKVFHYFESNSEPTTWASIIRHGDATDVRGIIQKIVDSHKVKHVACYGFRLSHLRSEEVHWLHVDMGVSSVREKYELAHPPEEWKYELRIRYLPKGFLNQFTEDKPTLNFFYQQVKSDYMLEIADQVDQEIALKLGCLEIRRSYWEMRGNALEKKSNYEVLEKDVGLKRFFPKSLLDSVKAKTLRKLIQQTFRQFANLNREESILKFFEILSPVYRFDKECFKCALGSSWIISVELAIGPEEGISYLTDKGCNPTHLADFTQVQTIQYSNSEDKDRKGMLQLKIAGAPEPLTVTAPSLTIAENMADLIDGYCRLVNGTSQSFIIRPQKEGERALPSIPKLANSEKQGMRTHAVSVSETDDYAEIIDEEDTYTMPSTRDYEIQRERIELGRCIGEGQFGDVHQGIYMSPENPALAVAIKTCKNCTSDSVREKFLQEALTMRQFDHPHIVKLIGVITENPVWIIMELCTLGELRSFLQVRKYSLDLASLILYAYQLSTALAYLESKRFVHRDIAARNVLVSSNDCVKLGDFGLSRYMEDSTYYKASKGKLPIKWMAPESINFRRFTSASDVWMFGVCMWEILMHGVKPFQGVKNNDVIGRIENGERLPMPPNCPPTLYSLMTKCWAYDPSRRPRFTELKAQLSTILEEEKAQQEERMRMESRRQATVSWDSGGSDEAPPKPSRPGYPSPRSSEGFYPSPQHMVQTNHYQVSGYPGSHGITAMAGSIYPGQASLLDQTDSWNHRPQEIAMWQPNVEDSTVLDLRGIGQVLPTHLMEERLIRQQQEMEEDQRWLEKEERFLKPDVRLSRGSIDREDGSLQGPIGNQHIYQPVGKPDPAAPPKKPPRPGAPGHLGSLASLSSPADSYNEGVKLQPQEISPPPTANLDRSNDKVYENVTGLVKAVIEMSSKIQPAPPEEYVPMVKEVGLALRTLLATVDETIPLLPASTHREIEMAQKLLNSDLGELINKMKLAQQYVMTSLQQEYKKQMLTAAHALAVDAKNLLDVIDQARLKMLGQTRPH
# MT1-MMP txn act: activates MT1-MMP transcription; HT1080 MT1-MMP promoter luciferase reporter, luminescence, overnight; active compounds read high; activation factor at 10 µM; actives 0.16% (n = 86,000); AID 750;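 active = activation factor of at least 2 for MT1-MMP transcription at 10 µM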
# S1P2 agonist: activates the human S1P2 receptor | O95136 | S1P2-expressing cell line, agonist reporter read-out | activation, % at 4.5 µM | actives 0.46% (n = 97,000) | AID 729; in the data active = activation above about 16%;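 also: 0% = vehicle low control and 100% = maximal reference agonist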
# * marks the source's active call; other numbers are inactive results; / = not tested or not shown.
S1P2 antag,MT1-MMP txn act,S1P2 agonist,Rev-RRE block,PLK1 kinase inh,PLK1 PBD inh,PLAP act,EphB4 ephrin blk,FAK blocker,Compound
15,1.3,-2,8,-9,-14,1,11,0,c1csc(-c2nn3c(Cn4nnc5ccccc54)nnc3s2)c1
11,/,-3,7,-7,14,1,0,7,CCC(=O)Nc1ccc(C(=O)CSc2nc3ccccc3cc2CC)cc1
9,/,-6,12,36,15,1.9,-2,6,CCCCCCCCC(=O)N/N=C/c1ccccn1
-1,1.1,-3,9,-4,4,1.3,5,-2,COCc1cc(C)nc2sc(C(=O)N3CCCCC3)c(N)c12
-5,1.3,-4,-2,-3,-12,0.9,0,0,CC(C)C(C)(C#N)NC(=O)CSc1nnc(-c2ccccc2)o1 (stereo unspecified)
-1,/,0,7,7,-8,0.8,6,1,c1ccc(CCSc2nccn2-c2ccccc2)cc1
0,/,-4,2,-14,-5,1,-3,5,Cc1cccc(OCCCC(=O)Nc2ccc(N3CCOCC3)cc2)c1
18,/,-2,12,-4,-37,0.8,-3,2,CCOc1c(Br)cc(/C=C2/SC(=O)N(CC(=O)N3CCCC3)C2=O)cc1OC
4,1.2,-1,8,-9,-4,1,-7,0,CNC(=O)c1sccc1-n1cccc1
5,/,-9,5,16,-14,1.4,5,-2,CCC(C)n1c(SCC(=O)NCc2ccco2)nnc1-c1cccc(S(=O)(=O)N2CCOCC2)c1 (stereo unspecified)
-10,1.2,1,1,-4,-2,/,-5,2,CCc1ccccc1NC1=NCC(=O)N1Cc1ccc2c(c1)OCO2
-10,1,4,2,-5,5,0.9,5,-1,c1ccc2c(N3CCCC3)nc(-c3ccncc3)nc2c1
4,1.2,-5,8,-5,-36,1.2,5,-2,CC(C)N(CCCNC(=O)CC1Oc2ccccc2NC1=O)Cc1ccccc1 (stereo unspecified)
1,1.2,-7,7,-5,36,1,-9,0,Cc1ccccc1NC(=O)Cn1c(=O)n(C)c2ccccc21
-10,/,-6,19,-8,-20,0.7,-2,1,CCCNC(=O)COC(=O)c1ccccc1OCc1ccc(Cl)cc1
79*,0.7,-4,13,-7,10,/,3,1,CCCCCCCCCn1c2c(c(=N)c3c1CCC3)CCC2
5,1.1,1,16,-9,11,1.1,-4,4,c1ccc(N2CCN(c3nc(NCc4ccco4)c4ccccc4n3)CC2)cc1
3,1.1,-5,4,-2,8,1.9,-1,1,CC(C)CN(C(=O)COC(=O)C1c2ccccc2Oc2ccccc21)C1CCS(=O)(=O)C1 (stereo unspecified)
-6,/,-6,-2,2,-31,0.8,-3,-3,CCn1c(=O)n(CC)c2cc([N+](=O)[O-])ccc21
13,/,-4,2,-11,-5,1.6,1,-4,Cc1cc2c(cc(C(=O)N3CCC(C(=O)N4CCCC4)CC3)n2Cc2c(F)cccc2Cl)o1
-20,1.3,-1,5,-13,19,0.9,-5,3,CCC(=O)Nc1ccc(NC(=O)C23CC4CC(CC(C4)C2)C3)cn1
20,1.2,-8,2,-11,-18,1.3,1,-44,COC(=O)CSc1nnc(-c2ccc(NS(=O)(=O)c3ccccc3)cc2)o1
7,1,-7,0,-10,-11,1.1,3,-1,Cc1ccccc1NS(=O)(=O)c1ccc(OCC(=O)NCc2ccco2)cc1
9,/,-7,0,-2,-20,0.9,-1,2,CO/N=C/c1ccc(Oc2ccc(C)cc2)nc1
10,1.1,-5,4,5,5,0.9,-8,-1,COC(=O)[C@H](C)NC(=O)NC1CCCc2ccccc21 (stereo partly specified)
19,1.1,0,4,-8,-24,1.1,4,7,Cc1ccc(-c2nnc(N(C)C(=O)C3CCCO3)s2)cn1 (stereo unspecified)
-17,1.1,1,3,-10,-25,1.2,-5,-1,CC(=O)N1CCN(c2ccccc2NC(=O)c2cc(Br)ccc2Cl)CC1
-9,1.2,-7,3,0,-5,1.3,-3,5,COc1ccccc1-n1c(N)c(C(N)=O)sc1=S
18,1,-4,1,-18,-6,1.3,6,-1,Cc1c(NC(=O)c2cnn3c2NC(c2ccco2)CC3C(F)(F)F)c(=O)n(-c2ccccc2)n1C (stereo unspecified)
4,/,-6,12,-1,-5,0.9,3,-1,CC(=O)NC(CCS(C)(=O)=O)C(=O)Nc1ccccc1 (stereo unspecified)

# S1P2 antag, hit marks shown above.
S1P2 antag,MT1-MMP txn act,S1P2 agonist,Rev-RRE block,PLK1 kinase inh,PLK1 PBD inh,PLAP act,EphB4 ephrin blk,FAK blocker,Compound
79*,0.7,-4,13,-7,10,/,3,1,CCCCCCCCCn1c2c(c(=N)c3c1CCC3)CCC2

# Copied from the list.
# COc1ccccc1-n1c(N)c(C(N)=O)sc1=S – PLK1 kinase inh = 0
# CC(C)N(CCCNC(=O)CC1Oc2ccccc2NC1=O)Cc1ccccc1 (stereo unspecified) – Rev-RRE block = 8
# CCC(=O)Nc1ccc(C(=O)CSc2nc3ccccc3cc2CC)cc1 – FAK blocker = 7
# Cc1ccccc1NC(=O)Cn1c(=O)n(C)c2ccccc21 – S1P2 antag = 1
# COC(=O)CSc1nnc(-c2ccc(NS(=O)(=O)c3ccccc3)cc2)o1 – PLK1 kinase inh = -11
# CCCCCCCCCn1c2c(c(=N)c3c1CCC3)CCC2 – Rev-RRE block = 13

# Next section:
S1P2 antag,MT1-MMP txn act,S1P2 agonist,Rev-RRE block,PLK1 kinase inh,PLK1 PBD inh,PLAP act,EphB4 ephrin blk,FAK blocker,Compound
3,1.3,-11,2,5,-9,1,-4,4,O=C(CSc1nc2ccccc2o1)Nc1ccc(N2CCOCC2)cc1
15,1,-4,12,-20,15,1.3,-6,3,CC(=O)C1=C(C)NC(SCC(=O)c2ccc(Cl)cc2Cl)=C(C#N)C1c1ccco1 (stereo unspecified)
0,1.2,-6,0,-8,-1,0.9,3,-3,COc1ccc(NC(=O)c2cccc(-n3cnnn3)c2)cc1
16,1.1,-5,5,-10,-19,0.9,4,-1,COc1ccc(OC)c(Nc2nc(N)nc(CSc3nnc(-c4ccncc4)o3)n2)c1
-17,1.1,-7,0,-5,5,1.2,1,-1,Cc1ccc(Sc2oc(/C=N/n3cnnc3)cc2Br)cc1
-4,/,-5,6,-14,-14,1.3,7,-4,COC(=O)c1cc2sc(Cl)cc2n1Cc1nc(-c2cccc(C)c2)oc1C
30,1.2,-5,14,-20,2,1,2,8,COc1ccccc1CNc1nc2nc(C)c(Cl)c(=O)n2[nH]1
11,1.1,0,10,-11,-12,0.9,-2,0,Cc1nnc(NCc2ccco2)s1
12,1,-8,8,-7,1,1.4,0,1,O=C(NCc1ccc2c(c1)OCO2)C1CCC(CNc2c(N3CCCCC3)c(=O)c2=O)CC1 (stereo unspecified)
8,1,-11,6,-2,2,1.7,1,-3,CCOC(=O)C1CCN(CC(=O)Nc2c(C(=O)OC)n(C)c3cccc(C)c23)CC1
30,/,-4,8,-33,-1,0.9,1,-2,Cn1nc([N+](=O)[O-])nc1Sc1nnc(-c2ccccc2)o1
17,1,-8,9,-9,18,1.4,10,5,Cc1n[nH]c(C)c1S(=O)(=O)N1CCCC(C(=O)NCC2COc3ccccc3O2)C1 (stereo unspecified)
22,1.2,-12,5,-4,13,0.9,9,3,N#CCCN1CCN(C2=NC(=O)C(=C3CCCCC3)S2)CC1
11,1.1,-5,15,-4,-2,1.3,-8,-1,COC(=O)[C@H](Cc1ccccc1)NC(=O)NCc1ccc(S(N)(=O)=O)cc1
-2,0.9,-6,3,-2,-2,0.9,-2,0,CCOc1ccc2[nH]c(S(=O)(=O)CC)nc2c1Cl
-13,1.1,-9,7,-2,15,1,-11,2,Cc1cc(-c2ccco2)n(CC(=O)NCc2ccco2)n1
5,1.2,-3,9,-11,0,0.9,1,-1,CC(=O)c1cccc(NC(=O)COc2ccccc2)c1
-10,/,-1,4,3,-25,0.8,2,-5,O=C(Cn1nc(-c2ccc(Cl)cc2)ccc1=O)NCc1ccc2c(c1)OCO2
10,1,-11,2,-7,-19,1.6,9,-6,Cc1ccc(C2SCC(=O)N2Cc2cn3ccsc3n2)o1 (stereo unspecified)
2,1.6,-4,0,-11,15,1,4,-1,O=C(CNS(=O)(=O)c1cccs1)N1CCc2ccccc2C1
8,/,-4,6,-7,5,0.9,2,3,O=C(CCN1C(=O)/C(=C/C=C/c2ccccc2)SC1=S)Nc1nccs1
-7,1.1,-4,6,-9,10,0.7,3,-2,O=C(Nc1nnc(CC(=O)N2CCOCC2)s1)c1cccs1
9,/,-4,6,-11,8,0.9,0,0,O=C(C(Sc1ccccc1)c1ccccc1)N1CCN(c2ccccc2F)CC1 (stereo unspecified)
31,/,-8,7,-11,-7,1,0,-1,Cc1nn(Cc2c(F)c(F)c(F)c(F)c2F)c(C)c1NC(=O)c1cccc(COc2ccc(Cl)cc2)c1
-7,1.3,-4,1,8,48*,2*,-6,1,CC(C)Sc1nc(N2CCOCC2)c2c(c1C#N)CC(C)(C)N(C)C2
3,/,-1,4,-8,2,0.9,3,0,COC(=O)C(C(=O)OC)C(C[N+](=O)[O-])c1ccc(OC)cc1 (stereo unspecified)
-6,1.1,-3,3,-8,25,1.4,-4,5,CCCCOCCCNC(=O)Cc1ccccc1OC
-10,/,-2,16,-2,15,1,-4,0,CN(C)c1ncc(S(=O)(=O)c2ccccc2)c(-c2ccc(Cl)cc2Cl)n1
16,2.1*,-2,7,-6,-10,1,3,5,COc1ccc2oc(C(=O)c3ccccc3)c(N)c2c1
13,1.1,-8,7,2,-18,1,9,-5,CC(C)C(NC(=O)C1CCCCC1)C(=O)NCc1ccccn1 (stereo unspecified)
-20,/,-4,4,-12,-20,1.4,2,-4,Cc1ccc(CNC(=O)C23CN(Cc4ccccc4)CC2C(c2cccc([N+](=O)[O-])c2)=NO3)cc1 (stereo unspecified)
-9,1,1,-2,-16,-20,1.2,-1,0,COC(=O)CSc1nnc(CNC(=O)c2ccccc2OC)n1-c1ccc(OC)cc1
-9,1.1,-3,7,-2,-26,1,6,-1,CCOc1ccccc1N1CCN(C(=O)C(F)(F)F)CC1
-9,1.3,-1,7,-15,-11,/,10,0,CCOC(=O)C1=C(C)N=c2sc(=C(C)C)c(=O)n2C1c1ccc(N(C)C)cc1 (stereo unspecified)
5,1.1,-3,6,-11,6,1.2,-9,3,CCCn1c2c(c(O)c(C(=O)Nc3ncccc3C)c1=O)CCCC2
-4,0.9,-1,2,-9,6,1.5,10,3,CCC(C)NC(=O)c1c(N)n(/N=C/c2ccccn2)c2nc3ccccc3nc12 (stereo unspecified)
-17,/,-5,4,5,-7,1,1,9,COc1ccc(C(F)(F)F)cc1N/C=C\c1nnnn1-c1ccc(C)cc1
18,/,0,-3,3,-27,/,6,1,Cc1cc(C)cc(OCC(=O)NNC(=O)CCC(=O)NCc2ccccc2)c1
7,1.1,-3,9,-3,-7,1,-1,-2,CCCS(=O)(=O)N1CCCC(C(=O)NCc2ccco2)C1 (stereo unspecified)
3,/,-5,5,-9,39,1.5,-3,2,CCCCN(CCCC)C(=O)/C=C/c1cccc([N+](=O)[O-])c1
4,1,-4,-3,-6,-22,1,-6,-2,OC(Cn1nnc2ccccc21)Cn1c(C(F)(F)F)nc2ccccc21 (stereo unspecified)
1,1.2,-3,13,-10,5,1.2,10,-2,O=C(O)c1ccccc1CSc1ncn[nH]1
1,1.1,-2,11,-1,0,1.8,2,11,c1ccc2[nH]c(CN3CCN(c4ncnc5c4oc4ccccc45)CC3)nc2c1
6,1.1,-6,7,-6,-12,0.9,1,0,Cc1nn(CC(=O)O)c(=O)c2ccccc12
8,/,0,3,-8,30,0.8,4,-2,COc1ccc(CO/N=C/c2c(C)[nH]c(=O)[nH]c2=O)cc1
12,/,-3,0,-13,-7,1.8,0,-3,CC1(C)Cc2ccccc2C(NNC(=O)c2ccncc2)=N1
-6,1,-6,15,-14,6,0.9,5,11,CCOC(=O)c1oc2ccccc2c1NC(=O)Cc1cccs1
-7,1,-2,-1,-1,-10,1.3,-3,-1,CCc1nccn1S(=O)(=O)c1ccc(OC)c(C)c1C

# Outcome played no part in choosing rows. Share with any hit: about 3.9%.
